12-LOX inh = ALOX12 (human) lipoxygenase inhibition; P18054; purified 12hLO, xylenol orange hydroperoxide absorbance; Potency, µM (doses to about 108 µM), without a hit: at the highest dose activity change, negative = inhibition, actives largely listed as inhibitors; actives 1.1% (n = 580,000); AID 1671190; further: potency means the concentration at half of the fitted maximal effect; on the % scale 0 is the no-effect control and ±100 the full control effect
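Purified human 12hLO (150 nM final) in 25 mM Hepes, 0.01% Triton X-100, pH 7.0 was preincubated 15 min at room temperature with compound. Then 40 uM arachidonic acid was added, 30 min. Hydroperoxide was read by Fe-XO absorbance ratio 573/405 nm.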
D2 antag = antagonists of human D2 dopamine receptor | actives 2% (n = 340,000) | inhibition, % at 10 µM | HEK293 TREx D2 cells, calcium flux, dopamine EC80; in the data active means inhibition above about 30%; further: 0% is about no effect
Target sequence (P14416 whole entry, looked up): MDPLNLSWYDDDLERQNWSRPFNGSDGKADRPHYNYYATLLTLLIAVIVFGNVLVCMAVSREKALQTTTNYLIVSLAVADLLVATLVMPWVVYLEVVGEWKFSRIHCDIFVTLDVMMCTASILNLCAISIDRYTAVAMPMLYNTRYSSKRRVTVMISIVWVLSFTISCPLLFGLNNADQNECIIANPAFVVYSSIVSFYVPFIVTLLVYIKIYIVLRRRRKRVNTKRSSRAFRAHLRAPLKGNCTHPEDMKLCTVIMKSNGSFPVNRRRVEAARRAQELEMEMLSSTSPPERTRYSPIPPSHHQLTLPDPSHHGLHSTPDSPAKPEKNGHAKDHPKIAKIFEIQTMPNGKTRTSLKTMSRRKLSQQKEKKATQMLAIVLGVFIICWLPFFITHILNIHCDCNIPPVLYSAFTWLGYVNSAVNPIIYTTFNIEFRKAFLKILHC
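Cells plated overnight at 30 C with tetracycline; no-wash calcium dye, 30–90 min RT; 10 s baseline; compound pinned; 180 s read; EC80 dopamine added; another 180 s read.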
Vif-APOBEC3G blk = blocks the Vif interaction with human APOBEC3G | actives 0.076% (n = 410,000) | HeLa A3G-eYFP + Vif (tagged APOBEC3G with the HIV-1 protein that degrades it), YFP fluorescence, overnight | Potency, µM (series often up to 46.1 µM), inactives show top-dose activity, negative = active, usual class: inhibitors;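 further: potency means the concentration at half of the fitted maximal effect; on the % scale 0 is the no-effect control and ±100 the full control effect; nearly all actives have a fitted effect of over 60% in size; hits raise eYFP signal because A3G escapes Vif-driven loss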
Target sequence (Q9HC16 whole entry, looked up): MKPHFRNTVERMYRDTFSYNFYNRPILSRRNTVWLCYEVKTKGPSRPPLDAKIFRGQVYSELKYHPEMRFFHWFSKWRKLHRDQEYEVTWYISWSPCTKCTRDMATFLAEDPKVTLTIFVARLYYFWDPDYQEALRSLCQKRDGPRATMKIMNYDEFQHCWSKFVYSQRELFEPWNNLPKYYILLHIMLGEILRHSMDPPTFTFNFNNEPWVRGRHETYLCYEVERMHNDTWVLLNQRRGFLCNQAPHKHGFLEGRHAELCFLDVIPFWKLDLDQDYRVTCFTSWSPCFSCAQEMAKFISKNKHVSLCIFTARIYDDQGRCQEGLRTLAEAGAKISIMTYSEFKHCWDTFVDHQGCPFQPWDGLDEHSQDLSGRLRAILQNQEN
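Read-out is eYFP fluorescence (Ex 488/Em 500-530) from Vif-expressing HeLa A3G-eYFP cells; more signal means A3G escaped Vif-mediated degradation. Cells plated overnight, compound pinned in, incubated overnight at 37 deg C.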
RGS4 inhibitor = human RGS4 inhibition; P49798; Transcreener GDP fluorescence polarization, RGS4-accelerated GTP hydrolysis; Potency, µM (top dose mostly 114 µM), without a hit: top-dose activity change, negative = inhibition, usual class: inhibitors; actives 0.039% (n = 390,000); AID 504845; further: potency means the concentration at half of the fitted maximal effect; on the % scale 0 is the no-effect control and ±100 the full control effect; nearly all actives have a fitted effect of over 75% in size; some results filed as inactive show a strong effect at the top dose
Target sequence (P49798 whole entry, looked up): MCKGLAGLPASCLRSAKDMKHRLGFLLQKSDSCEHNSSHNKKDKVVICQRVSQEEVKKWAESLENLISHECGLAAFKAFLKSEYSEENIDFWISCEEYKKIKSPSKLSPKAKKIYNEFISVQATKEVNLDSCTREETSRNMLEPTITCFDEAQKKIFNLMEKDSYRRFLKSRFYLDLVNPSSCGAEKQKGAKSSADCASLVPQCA
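MLSMR compounds (23 nl, pin-transferred) preincubated 10 min at room temperature with a 500nM (2x) first reagent, then RGS4 at 900nM (2x) plus Transcreener GDP mix added; fluorescence polarization (620/688 nm) read before and after 90 min at 30 °C.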
ERG-DNA inh = inhibitors of human ERG Ets domain-DNA interaction; actives 0.028% (n = 370,000); Potency, µM (series often up to 76.9 µM), inactives show at the highest dose FP activity, negative = inhibition, usual class: inhibitors; P11308; fluorescence polarization, His-ERG Ets domain / labelled DNA; AID 624246; active means well fitted inhibition curve with a large enough effect in the polarisation, with a control signal flat; inconclusive means small, poorly fitted or top-dose-only effect, or effect the other way, or a change in a side signal; inactive means no such curve, though single readings can be large or run the other way; the % refers to the polarisation;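 further: polarization taken with two DNA probes labelled with fluorescein and Texas red; potency means the concentration at half of the fitted maximal effect; % of control where 0% means no effect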
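His-tagged ERG Ets domain (1 uM in the protein solution; 300mM KCl, 50mM Tris-HCl, 1mM EDTA, 1mM DTT, pH 7.5) received compound, then a probe mix of 5 nM fluorescein-DNA and 100nM Texas-615-DNA. Fluorescence polarization was read for both dyes.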
LDHA inh = blocks human lactate dehydrogenase A. activity change, % (values are at about 110 or 230 µM). purified LDHA, NADH/diaphorase-resazurin fluorescence; hits give low values. P00338. actives 0.15% (n = 480,000). AID 1347041; in the data active means activity change below about -30%; inconclusive means mostly about -25% to -30%;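 further: plate controls were DMSO wells for no effect and wells without enzyme for full effect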
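Human LDH5 at 2 nM final in Tris HCl pH 7.4 with 0.06 mM NADH and 0.2 mM pyruvate, reacted 5 minutes at room temperature. Remaining NADH coupled via diaphorase/resazurin; resorufin fluorescence read at 0 and 20 minutes, normalized to enzyme-free and DMSO wells.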
GRP78 ERSR act = ER stress response induction in glioma. U87-MG GRP78 promoter luciferase reporter, 16 h. Potency, µM, without a hit: at the highest dose activation, most hits filed as activators. actives 0.02% (n = 420,000). AID 602332; further: potency means the concentration at half of the fitted maximal effect; series mostly up to about 76 µM; % of control where 0% means no effect; nearly all actives have a fitted effect of over 35% in size
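Stably transfected U87-MG human glioma cells carrying a GRP78-based luminescent sensor were seeded at 1000 cells/well, pin-dosed with compounds and incubated 16 h. Luciferase reagent was then added, and end-point luminescence was read after 10 min at room temperature.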
D2 ag = activates the human D2 dopamine receptor; P14416; HEK293 T-REx D2 cells, calcium flux agonist mode; activation, % at 2 µM; actives 0.53% (n = 340,000); AID 485358;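 active means activation over 3 SD above normal in the single-dose calcium agonist read, cut at about 30% in these data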; further: 0% is about no effect
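In this primary screen, compounds producing a positive calcium signal within 180 s of addition to tetracycline-induced, force-coupled HEK293 Trex D2 cells are flagged; cells are dye-loaded with a no-wash calcium kit beforehand.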
Vif-APOBEC3F blk = blocks the Vif interaction with APOBEC3F. HeLa A3F-eYFP + Vif (tagged APOBEC3F with the HIV-1 protein that degrades it), YFP fluorescence increase. Potency, µM (highest dose often 46.1 µM), for the others: at the highest dose activity, negative = active. actives 0.2% (n = 390,000); further: potency means the concentration at half of the fitted maximal effect; % of control where 0% means no effect; nearly all actives have a fitted effect of over 65% in size
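HeLa cells stably expressing Vif plus C-terminally eYFP-tagged A3F were seeded, incubated overnight at 37 deg C, dosed with compound, incubated overnight again at 37 deg C. Yellow fluorescence (Ex 488/Em 500-530) reported blocked Vif-mediated A3F-eYFP degradation.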
Numbers without * were called inactive; & = joins results of further samples; [ ] = remark or other dose. Unless noted, the call rests on the fitted dose curve; in most records, active means well fitted curve in the direction sought with a large enough effect; inconclusive means small, poorly fitted or top-dose-only effect, or another doubt; inactive means no such curve, though single readings can be large; an effect the other way counts as inactive or inconclusive.

Results for CC(=O)Oc1ccc2c(c1)C(=O)c1ccccc1CO2 ?
12-LOX inh: inconclusive; D2 antag: 7.0; Vif-APOBEC3G blk: 0.0%; RGS4 inhibitor: 20.4%; ERG-DNA inh: -15.4%; LDHA inh: 11.5; GRP78 ERSR act: 6.8%; D2 ag: -0.6; Vif-APOBEC3F blk: -3.9%

What do the screens show for `O=C(Nc1ccccc1F)c1ccc2nc(N3C(=O)CCC3=O)sc2c1`?
12-LOX inh: inconclusive; D2 antag: 0.7; Vif-APOBEC3G blk: -5.3%; RGS4 inhibitor: 7.3%; ERG-DNA inh: 1.4%; LDHA inh: -3.5; GRP78 ERSR act: 0.5%; D2 ag: -0.9; Vif-APOBEC3F blk: -10.7%

Results for CNc1nc(Oc2ccc3sc(C)nc3c2)c2sccc2n1 ?
12-LOX inh: -27.9%; Vif-APOBEC3G blk: -9.8%; LDHA inh: -5.3; GRP78 ERSR act: -0.4%

What do the screens show for `COc1ccc(CC(=O)NNC(=O)c2nn(Cc3ccccc3)c(=O)c3ccccc23)cc1OC`?
12-LOX inh: 20.1%; D2 antag: 7.8; Vif-APOBEC3G blk: -0.7%; RGS4 inhibitor: -7.0%; ERG-DNA inh: 6.7%; LDHA inh: -2.9; GRP78 ERSR act: -2.8%; D2 ag: 0.1; Vif-APOBEC3F blk: 0.0%

How did O=C(NCc1ccc2c(c1)OCO2)c1ccc(Br)o1 do in these assays?
12-LOX inh: -0.7%; D2 antag: 1.5; Vif-APOBEC3G blk: 0.9%; RGS4 inhibitor: -0.3%; ERG-DNA inh: 2.4%; LDHA inh: 0.3; GRP78 ERSR act: -5.1%; D2 ag: 0.0; Vif-APOBEC3F blk: -11.8%

Results for O=C(c1cccc(S(=O)(=O)Nc2cccc(C(F)(F)F)c2)c1)N1CCCCC1 ?
12-LOX inh: -2.3%; D2 antag: 11.3; Vif-APOBEC3G blk: 2.0%; RGS4 inhibitor: 23.3%; ERG-DNA inh: -3.8%; LDHA inh: -6.1; GRP78 ERSR act: -4.0%; D2 ag: 0.5; Vif-APOBEC3F blk: 0.8%

How did COc1ccc(CCNC(=O)CS(=O)Cc2nc(-c3ccccc3Cl)oc2C)cc1OC (configuration not stated) do in these assays?
12-LOX inh: 5.5%&-2.2%; D2 antag: -9.4; Vif-APOBEC3G blk: 0.4%; RGS4 inhibitor: -32.9%; ERG-DNA inh: 16.8%; LDHA inh: 0.6&-20.8; GRP78 ERSR act: -1.1%; D2 ag: -0.2; Vif-APOBEC3F blk: -4.2%

Results for CCOC(=O)c1sc(NS(=O)(=O)c2cc(C)ccc2C)nc1C ?
12-LOX inh: inconclusive; D2 antag: -3.3; Vif-APOBEC3G blk: 2.3%; RGS4 inhibitor: -12.1%[56.9 µM]; ERG-DNA inh: -7.6%; LDHA inh: -7.8; GRP78 ERSR act: -4.3%; D2 ag: -1.2; Vif-APOBEC3F blk: 2.7%

What do the screens show for `Cc1ccc2c(CN3CCCCC3)cc(=O)oc2c1`?
12-LOX inh: inconclusive; D2 antag: -3.8; Vif-APOBEC3G blk: -4.3%; RGS4 inhibitor: -13.8%; ERG-DNA inh: -1.9%; LDHA inh: -3.3&-5.2; GRP78 ERSR act: 9.4%; D2 ag: -0.3; Vif-APOBEC3F blk: -7.6%

How did CC(=O)Nc1ccc2nc3c(=O)n(C)c(=O)n(C)c3nc2c1 do in these assays?
12-LOX inh: 347.7%[activator]; D2 antag: -10.1; Vif-APOBEC3G blk: -0.8%; RGS4 inhibitor: -40.7%; ERG-DNA inh: -8.3%; LDHA inh: 12.2; GRP78 ERSR act: -4.6%; D2 ag: 3.9; Vif-APOBEC3F blk: 8.1%

What do the screens show for `COC(=O)c1sccc1NC(=O)c1ccc(Br)o1`?
12-LOX inh: 8.4%; Vif-APOBEC3G blk: -7.3%; RGS4 inhibitor: -23.3%; ERG-DNA inh: -1.4%; LDHA inh: -1.3; GRP78 ERSR act: 0.3%; Vif-APOBEC3F blk: -11.5%

What do the screens show for `CCOC(=O)c1c(Nc2nc(C)c(C(=O)NC)s2)sc(C)c1C`?
12-LOX inh: 0.0%; D2 antag: 6.8; Vif-APOBEC3G blk: -2.1%; RGS4 inhibitor: inconclusive; ERG-DNA inh: 6.2%; LDHA inh: -6.8; GRP78 ERSR act: -5.8%; D2 ag: -0.7; Vif-APOBEC3F blk: 8.5%

What do the screens show for `Cc1ccc(NS(=O)(=O)c2ccc3c(c2)NC(=O)CCS3)c(Br)c1`?
12-LOX inh: inconclusive; D2 antag: -3.0; Vif-APOBEC3G blk: 3.0%&-4.4%; RGS4 inhibitor: -2.4%[11.4 µM]; ERG-DNA inh: -1.9%&3.3%; LDHA inh: 0.2&-0.1; GRP78 ERSR act: 9.3%&-0.7%; D2 ag: 0.1&-0.3; Vif-APOBEC3F blk: 1.0%&-4.1%

What do the screens show for `Cc1ccc(C)c(C(C)NC(=O)Cc2cccs2)c1` (configuration not stated)?
12-LOX inh: inconclusive; D2 antag: -3.2; Vif-APOBEC3G blk: 0.8%; RGS4 inhibitor: 0.5%; ERG-DNA inh: -1.8%; LDHA inh: -3.0; GRP78 ERSR act: -3.6%; D2 ag: 0.5; Vif-APOBEC3F blk: 8.0%

Results for COc1cc(NS(=O)(=O)N2CCCC2)cc(OC)c1OC ?
12-LOX inh: 21.0%; D2 antag: -9.0; Vif-APOBEC3G blk: 0.1%; RGS4 inhibitor: -16.1%; LDHA inh: -5.6; GRP78 ERSR act: -2.3%; D2 ag: 1.7; Vif-APOBEC3F blk: -1.0%

What do the screens show for `Cc1cc(C)nc(SCc2nnc(SCc3ccc([N+](=O)[O-])cc3)n2Cc2ccco2)n1`?
12-LOX inh: 3.1%; D2 antag: 27.1; Vif-APOBEC3G blk: 0.3%; RGS4 inhibitor: -28.9%; ERG-DNA inh: -15.2%; LDHA inh: -2.9; GRP78 ERSR act: -5.6%; D2 ag: 0.0; Vif-APOBEC3F blk: -9.4%

Results for Cc1csc(NC(=O)CSc2ncn(-c3ccccc3)n2)n1 ?
12-LOX inh: -27.7%; D2 antag: -17.4; Vif-APOBEC3G blk: -0.7%; RGS4 inhibitor: -31.9%; ERG-DNA inh: 4.6%; LDHA inh: -2.9; GRP78 ERSR act: -3.9%; D2 ag: -0.1; Vif-APOBEC3F blk: -0.2%

How did Cc1ccc(/C=N/N2CCOCC2)s1 do in these assays?
12-LOX inh: -14.6%; D2 antag: -3.7; Vif-APOBEC3G blk: 1.6%; RGS4 inhibitor: -7.5%; ERG-DNA inh: 2.7%; LDHA inh: -4.9; GRP78 ERSR act: 5.8%; D2 ag: -0.9; Vif-APOBEC3F blk: 3.9%

What do the screens show for `CCCCN(CCCC)CCNC(=O)Cn1nc(C)n2c(cc3sccc32)c1=O`?
12-LOX inh: -2.6%; Vif-APOBEC3G blk: 3.3%; RGS4 inhibitor: 11.6%; ERG-DNA inh: 3.0%; LDHA inh: -1.0; GRP78 ERSR act: -1.0%; D2 ag: -0.5; Vif-APOBEC3F blk: -4.8%

How did O=C(Cc1ccc(NC(=O)C2CCCN(C(=O)C3CCC3)C2)cc1)Nc1cccc(C(=O)N2CCCCC2)c1 (configuration not stated) do in these assays?
12-LOX inh: inconclusive; Vif-APOBEC3G blk: 0.3%; RGS4 inhibitor: -7.1%; ERG-DNA inh: -2.0%; LDHA inh: -9.6; GRP78 ERSR act: -1.1%; Vif-APOBEC3F blk: 0.5%

What do the screens show for `COc1ccc(S(=O)(=O)N2CCSC2)cc1C`?
12-LOX inh: 17.1%; D2 antag: 9.5; Vif-APOBEC3G blk: -1.0%; RGS4 inhibitor: -23.9%; ERG-DNA inh: 5.4%; LDHA inh: -3.2; GRP78 ERSR act: -4.6%; D2 ag: -0.2; Vif-APOBEC3F blk: -1.2%

How did COc1ccc(CNC(=O)CN(C(=O)CCC(=O)Nc2ccccn2)c2cc(C)ccc2C)cc1 do in these assays?
12-LOX inh: -15.3%; D2 antag: 3.4; Vif-APOBEC3G blk: 0.3%; RGS4 inhibitor: 8.9%; ERG-DNA inh: 1.5%; LDHA inh: -13.4; GRP78 ERSR act: -3.6%; D2 ag: -0.1; Vif-APOBEC3F blk: -8.4%

How did N#Cc1c(C(F)(F)F)cc(C2CC2)[nH]c1=O do in these assays?
12-LOX inh: 2.4%; D2 antag: 16.3; Vif-APOBEC3G blk: -0.3%; RGS4 inhibitor: 19.2%; ERG-DNA inh: 6.4%; LDHA inh: -2.9; GRP78 ERSR act: -2.9%; D2 ag: -0.3; Vif-APOBEC3F blk: -1.0%

Results for O=C(NNc1c2ccccc2nc2ccccc12)C(O)c1ccccc1 (configuration not stated) ?
12-LOX inh: -6.6%; Vif-APOBEC3G blk: -9.0%; RGS4 inhibitor: -10.7%; ERG-DNA inh: 6.5%; LDHA inh: -10.4; GRP78 ERSR act: -3.2%; Vif-APOBEC3F blk: 0.5%

How did CCCC(=O)Nc1nc2ccc(NC(=O)c3ccc(Br)o3)cc2s1 do in these assays?
12-LOX inh: 46.9%[activator]; Vif-APOBEC3G blk: -11.7%; RGS4 inhibitor: 1.6%; ERG-DNA inh: -7.0%; LDHA inh: -4.6; GRP78 ERSR act: -2.5%; Vif-APOBEC3F blk: -2.5%

Some of the compounds tested, so the mix of outcomes need not match the whole.
